MOR-DOR inv ag = inverse agonist of human OPRM1-OPRD1 heterodimerization; inhibition, % at 9.3 µM; cell-based MOR-DOR heterodimer luminescence, inverse agonism; 340,000 compounds, 0.21% hits; P35372+P41143; in the data active means inhibition above about 22%, passing the limit was not always enough;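 further: 0% = cells with DMSO and 100% = wells without cells with DMSO; values of inactives mirror those of a sister screen read the other way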
Target sequence (P35372 whole entry, looked up): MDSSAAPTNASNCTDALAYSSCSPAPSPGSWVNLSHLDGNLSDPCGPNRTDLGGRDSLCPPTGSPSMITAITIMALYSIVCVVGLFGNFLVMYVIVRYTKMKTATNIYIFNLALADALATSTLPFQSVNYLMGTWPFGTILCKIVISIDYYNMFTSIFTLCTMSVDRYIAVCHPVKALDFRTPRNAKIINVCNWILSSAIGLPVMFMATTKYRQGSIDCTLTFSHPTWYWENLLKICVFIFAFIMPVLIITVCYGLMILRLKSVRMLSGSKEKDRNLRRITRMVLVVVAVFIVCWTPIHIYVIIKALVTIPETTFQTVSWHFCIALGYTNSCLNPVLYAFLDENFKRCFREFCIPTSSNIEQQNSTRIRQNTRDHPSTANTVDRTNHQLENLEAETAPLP
Target sequence (P41143 whole entry, looked up): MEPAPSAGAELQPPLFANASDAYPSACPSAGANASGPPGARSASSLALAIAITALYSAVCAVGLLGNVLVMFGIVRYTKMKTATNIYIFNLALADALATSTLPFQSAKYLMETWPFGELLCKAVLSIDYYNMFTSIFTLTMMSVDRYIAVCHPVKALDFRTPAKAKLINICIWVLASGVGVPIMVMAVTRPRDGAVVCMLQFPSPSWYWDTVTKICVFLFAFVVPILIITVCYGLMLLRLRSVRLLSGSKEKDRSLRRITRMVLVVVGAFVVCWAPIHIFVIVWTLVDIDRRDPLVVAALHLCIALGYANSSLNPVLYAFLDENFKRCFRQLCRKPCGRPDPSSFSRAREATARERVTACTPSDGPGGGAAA
HTR5A ag ctr = activates human HTR5A in OPRM1-OPRD1 agonist counter-screen; P47898; HTR5A agonist assay, luminescence, cell-based; activation, % at 9.3 µM; 340,000 compounds, 0.61% hits; AID 504692; in the data active means activation mostly above about 9.5%, no sharp cut-off; inactive means mostly below about 7.6%;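 further: 0% = cells with vehicle only and 100% = reference agonist; strong numbers were not always called active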
cardiac RTF act = cardiac RTF calcium sensitization | P19429+P45379 | IANBD-labeled TnC RTF fluorescence at EC20 calcium; 0% EC20 calcium, 100% full calcium | activation, % at 7.2 µM | 340,000 compounds, 0.24% hits | AID 493008;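 active means activation above the mean over all tested compounds plus 3 SD, cut at about 30% in these data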;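 further: rise in fluorescence read as greater calcium sensitivity of cardiac thin filaments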
CAL PDZ FP = blocks peptide binding to the human CAL PDZ domain; Q9HD26; 300,000 compounds, 0.92% hits; purified CAL PDZ, TMR-peptide fluorescence polarization, 1 h; inhibition, % at 24.9 µM;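 active means mean inhibition of at least 30% with at least half of replicates also reaching 30%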;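 further: 0% = DMSO neutral control and 100% = excess unlabeled competitor peptide PRC23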
RTF Ca sens inh = cardiac RTF calcium desensitization. P19429+P45379. 340,000 compounds, 0.12% hits. inhibition, % at 7.15 µM. IANBD-labeled cardiac RTF, Ca2+ fluorescence;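 active means inhibition above the mean inhibition of all tested compounds plus 3 SD, cut at about 17% in these data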;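 further: assay run at fixed EC70 calcium of 1.6 mM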
Keap1-Nrf2 PPI = disrupts human Keap1 binding to Nrf2 peptide; Keap1 Kelch-Nrf2 peptide fluorescence polarization, 1536-well; inhibition, % at 9.4 µM; 340,000 compounds, 0.15% hits; Q14145; in the data active means inhibition above about 12%;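 further: human Keap1 Kelch domain with fluorescein labeled Nrf2 9mer peptide probe; 0% = neutral control wells and 100% = peptide positive control; higher means more block of Keap1 binding to Nrf2 peptide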
V-ATPase pH = regulators of yeast V-ATPase proton transport; response, % at 10 µM; AID 504577; S. cerevisiae, pHLuorin cytosolic pH fluorescence; 350,000 compounds, 0.37% hits; in the data active means response mostly above about 7.3%, no sharp cut-off; inactive means mostly below about 5.4%; further: actives read high; inactives centre near 0; some compounds called inactive have numbers as strong as hits; reference of the scale not given here
HTR5A inv ctr = counter-screen for OPRM1-OPRD1 inverse agonists: human HTR5A inverse agonism | inhibition, % at 9.3 µM | 340,000 compounds, 0.083% hits | AID 504634 | HTR5A cell line, luminescence | P47898; in the data active means inhibition mostly above about 23%, no sharp cut-off; inactive means mostly below about 18%;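 further: 0% = cells with DMSO and 100% = no-cell wells with DMSO; some compounds called inactive have numbers as strong as hits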
LANA DNA inh = KSHV C-LANA DNA binding inhibition | MBP-C-LANA/FAM-LBS DNA binding, fluorescence polarization | 340,000 compounds, 0.078% hits | inhibition, % at 9 µM | AID 504423;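 active means highest replicate inhibition at or above 60% at 9 µM, even if other replicates fall short; inactive means all replicates below 60% inhibition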;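 further: 0% = neutral control wells and 100% = 4 µM acridine orange control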
OPRM1-OPRD1 ag = agonists of human mu-delta opioid receptor heterodimerization. P35372+P41143. cells, OPRM1-OPRD1 heterodimerization, luminescence. activation, % at 9.3 µM. 340,000 compounds, 0.3% hits; in the data active means activation above about 18%;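 further: 0% = vehicle-treated cells and 100% = reference agonist; values of inactives mirror those of a sister screen read the other way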
Starred values were filed as active, the others as inactive; · = not tested or not shown.

structure	CAL PDZ FP	RTF Ca sens inh	HTR5A inv ctr	V-ATPase pH	OPRM1-OPRD1 ag	cardiac RTF act	Keap1-Nrf2 PPI	LANA DNA inh	MOR-DOR inv ag	HTR5A ag ctr
Cc1cccc(C)c1NC(=O)CNC(=O)C(C)N(C)CC(=O)Nc1ccc(F)cc1 (stereo not drawn)	-4	-1	-18	4	-3.9	2	-2	-0.2	20	7
COc1ccc(NC(=O)CCS(=O)(=O)c2ccc(Cl)cc2)cc1	-3	-4	-21	-1	-1.6	2	1	0.8	7	6
COc1cc2[nH]c3c(Cl)ncnc3c2cc1OC	-2	-20	0	-5	-1.9	-5	-1	-2.6	10	5
CN1CCN(c2ncnc3c2cnn3-c2ccc(Cl)cc2)CC1	·	-9	19	-1	0.1	0	4	-0.1	-1	-7
O=[N+]([O-])c1ccc(/C=N/Nc2ncccc2[N+](=O)[O-])s1	·	2	-16	8	5.4	6	-7	·	-27	-2
CNc1nc(N)c(C(=O)C23CC4CC(CC(C4)C2)C3)s1	6	·	·	4	·	·	0	0.3	·	·
O=C1c2ccccc2CCC12N=NCC2c1ccccc1 (stereo not drawn)	-6	-5	-14	-4	-0.2	1	1	0.0	1	2
CC(C)(C)c1ccc(C(=O)NC(=S)Nn2cnnc2)cc1	-7	-3	-22	2	-2.1	1	1	-0.7	11	3
Cc1nc(C)c(-c2csc(Nc3ccc(O)c(C(=O)O)c3)n2)s1	7	-1	-21	-1	0.1	-1	-3	2.7	-1	3
CC(Sc1ccccn1)C(=O)Nc1ccc2c(c1)OCO2 (stereo not drawn)	-4	-7	-1	0	4.0	-3	3	-0.2	-16	0
CCn1c(C)c(C)c2cc(C(=O)NCCCN3CCCCCC3)ccc21	-5	-5	-1	-2	-0.5	3	-8	11	3	4
O=C(CN1C(=O)S/C(=C\c2ccccn2)C1=O)Nc1ccccc1	·	-8	-25	-1	-1.8	-6	2	-0.1	12	0
CCOC(=O)c1c(C)oc2ccc(O)c(CN3CCCCC3)c12	-1	-7	-5	-1	-0.6	-1	-1	0.1	4	1
Oc1c(Cl)cc(Cl)c(Cl)c1CN1CCOCC1	4	7	0	-3	-2.8	7	-2	-1.4	15	0
O=C(O)c1ccccc1C=NN1CCCCCC1	-5	-7	-13	4	0.4	1	6	0.2	-2	4
Cc1ccc(NC(=S)NCc2ccc(Cl)cc2)c(OC(F)F)c1	1	-3	9	-6	8.1	-1	3	1.8	-27	2
O=C(COC(=O)/C=C/c1cccc(Cl)c1)NCCc1ccccc1	-1	1	15	0	-0.9	-1	5	1.9	4	6
Cc1nc(N2CCC(C)CC2)c2c(C)c(C(=O)Nc3ccc(C(F)(F)F)cc3)sc2n1	1	-4	-7	-4	1.4	-8	-1	2.6	-9	3
CCOC(=O)C1=C(C)OC(N)=C(C#N)C1c1cncc(-c2ccc(F)cc2)c1 (stereo not drawn)	0	-13	-3	-3	0.9	4	-7	0.2	-4	2
Cc1ccc(N(C(=O)c2ccc(S(=O)(=O)N3CCOCC3)cc2)C2C=CS(=O)(=O)C2)cc1C (stereo not drawn)	·	2	-17	-1	-0.4	0	-3	-0.5	2	4
C=C[C@@]1(C)CC(=O)[C@]2(O)[C@@]3(C)[C@@H](O)CCC(C)(C)[C@@H]3[C@H](O)[C@H](OC(C)=O)[C@@]2(C)O1	-4	19*	-1	1	2.6	6	-2	-2.6	-14	7
C=CCOc1ccc(Br)cc1CNCC	3	-13	-6	7	1.2	18	-4	-0.1	-6	2
O=C(Nc1ccccc1C(F)(F)F)c1cnccn1	·	-1	18	1	-1.5	1	-5	-2.6	8	1
C#CCOCCOCCOCCNc1nc(N2CCOCC2)nc(N2CCN(C(=O)[C@H](CCCCN)n3cc(CCCC)nn3)CC2)n1	0	-8	7	-2	-2.8	-1	-5	-1.7	15	-3
Cc1cccc(N=C2Sc3nc4c(C)c(C)ccc4cc3CN2CCN2CCOCC2)c1	-1	2	-15	3	-0.5	1	-4	-3.1	3	0
COc1ccc(NC(=O)c2ccccc2NC(=O)c2ccco2)c(OC)c1	-3	1	9	0	3.4	9	-2	1.4	-20	-4
O=C(Nc1ccc2c(c1)OCCO2)c1cccc(Cl)c1Cl	-3	1	-2	3	-2.0	39*	-2	0.5	10	0
COc1ccc(CCNCC(=O)Nc2ccc(OC(F)F)cc2)cc1	-1	-3	-1	1	-0.6	-3	-5	0.3	3	0
COc1cc2c(cc1NCc1ccccn1)oc1ccccc12	-1	2	-10	3	-0.5	2	0	-0.8	3	5
Cc1cc(SCCOc2ccccc2)nc(N)n1	1	0	1	4	-0.2	2	2	1.8	1	-1
CCCCN1CC(COCc2ccccc2)OCCS1(=O)=O (stereo not drawn)	-5	-5	12	0	-1.2	5	-1	0.6	6	-4
O=C(O)c1c[nH]c2ccc(S(=O)(=O)N3CCOCC3)cc12	3	-6	-18	0	-0.9	-1	-1	-1.0	5	-1
COCC(=O)Nc1cc(OC)c(Cl)cc1OC	-1	4	13	-5	-0.9	8	-1	1.1	6	2
CCC(C)Nc1nc(CN2CCOCC2)nc2sc3c(c12)CCC3 (stereo not drawn)	-2	-2	-18	1	-4.1	-2	-5	3.5	23	7
COc1ccccc1NC(=O)c1cccc(S(=O)(=O)N2CCN(Cc3ccccc3)CC2)c1	-3	1	2	-2	-2.8	-6	0	0.0	15	-1
O=C(COc1ccc(F)cc1)NCC1(N2CCCCC2)CCCCC1	1	5	-32	1	-0.4	-4	-6	-0.7	2	3
COc1ccc2sc(-c3ccccc3OC)c(-c3ccc(O)cc3)c2c1	-1	-6	-10	-2	4.1	11	2	1.2	-23	-2
N#Cc1c(SCc2ccc(Cl)cc2)sc(C(=O)c2ccccc2)c1N	-10	0	8	-1	-1.3	-4	-4	-0.1	6	-2
CC(C)(C)c1cc(C(F)(F)F)c(C#N)c(=O)[nH]1	-2	-13	-1	0	-0.9	1	-1	1.7	5	-4
CCCCNC(=O)C1Cc2cc(S(=O)(=O)N3CCCCC3)ccc2N1C(C)=O (stereo not drawn)	2	-12	0	1	-1.2	-1	1	0.0	6	-3
CN(C)S(=O)(=O)c1ccc(C(=O)NCC(=O)N/N=C/c2ccccc2Cl)cc1	-1	1	-7	-1	0.9	-6	2	-0.1	-7	3
COc1ccc(-c2nnn(CC(=O)N(CC(=O)NC3CCCC3)Cc3cccs3)n2)cc1OC	0	-8	13	1	-1.8	-8	5	1.7	10	-3
CC1CN(CCOc2ccc([N+](=O)[O-])cc2)CC(C)O1 (stereo not drawn)	-2	-14	-2	-1	-2.2	0	-1	0.7	12	1
COc1ccc(N(CC(=O)Nc2cccnc2)S(=O)(=O)c2ccc(C)cc2)cc1Cl	-2	-12	3	1	-1.4	-3	0	2.1	7	-1
C/C(=N/OC(=O)c1c(-c2ccccc2Cl)noc1C)c1cnccn1	3	5	9	1	1.0	-3	1	1.7	-5	-3
O=C(Nc1ccc2nccnc2c1)c1cnccn1	-5	8	-1	3	-2.5	3	4	1.3	15	4
Cc1nonc1C1CCCN1Cc1nc(-c2ccc(F)cc2F)oc1C (stereo not drawn)	-3	-4	4	-5	-1.2	-5	-5	-1.8	6	-1
COc1ccc(OCc2cc(/C=N\NC(=O)c3ccccc3)ccc2OC)cc1	-4	-4	-10	-3	-1.5	6	-2	-0.2	8	-1
CC(C)CC(C(=O)NC(C)(C)C)N(CC1CCCO1)C(=O)c1snc(C(N)=O)c1N (stereo not drawn)	-3	-3	0	7	-1.0	2	-4	0.2	5	0
COc1ccccc1CNC(=O)CCNC(=O)Cn1ccc2ccccc2c1=O	0	-1	14	0	-0.7	1	-6	0.7	3	-2
Cc1c(NC(=O)C(C)OC(=O)CCC2CCCC2)c(=O)n(-c2ccccc2)n1C (stereo not drawn)	·	-11	6	-2	-2.1	-1	2	1.3	10	-2
CC1CCC(C(C)C)C(OCC(O)CN2CCCC(C)C2)C1 (stereo not drawn)	2	7	10	-2	3.3	1	-4	-0.3	-16	-4
COc1cccc(C(=O)CC(=O)C(=O)Nc2cccc([N+](=O)[O-])c2C)c1	9	-5	-10	-3	-2.5	-1	4	0.5	11	3
CCOC(=O)c1cc(-c2ccccc2)sc1NC(=O)C(C)(C)C	-1	-7	-25	-1	-1.5	1	1	-0.7	7	10
CCOc1ccc(CC(=O)NCCS(=O)(=O)N2CCN(c3ccccc3)CC2)cc1	-1	2	2	0	0.4	-1	-1	-0.4	-2	-1
CCOC(=O)c1csc(NC(=O)c2ccc(N3C(=O)CCC3=O)cc2)n1	-4	-5	-17	-2	0.8	8	0	1.3	-4	5
COc1ccc(OC)c(NC(=O)CSc2nc3n[nH]c(C)c3c(=N)n2-c2cccc(Cl)c2C)c1	-7	-16	-9	-3	1.7	-4	2	-0.1	-9	2
CC(OC(=O)c1cccc(O)c1)C(=O)N(C)Cc1ccccc1 (stereo not drawn)	0	-12	-16	-1	-1.7	0	-3	-0.9	8	8
Cc1cc(NC(=O)c2cccc(S(=O)(=O)N3CCCCCC3)c2)no1	1	6	-49	-4	-0.7	-2	1	0.1	4	-1
O=C(N/N=C/c1cccc2ccccc12)c1cc2ccccc2o1	-1	1	-15	1	3.8	-2	-5	-1.3	-12	3
CC(C)NC(=S)Nc1ccc2cn[nH]c2c1	0	-7	13	-3	0.7	2	-3	0.4	-5	7
N#Cc1ccc(C2=CC(=O)C[C@H](c3ccc(Cl)cc3)C2)cc1	-2	-8	-10	4	0.9	-2	-3	-1.0	-5	-1

Screening results from PubChem BioAssay.

The order is random, and some 2.8% of all compounds hit somewhere here.
